Siah-1 displacement – blockers of Siah-1 interaction with plectin peptide – biochemical, fluorescence polarization, rhodamine-plectin, uHTS, primary screen (AID 1817); Siah-1 / rhodamine-plectin peptide fluorescence polarization; higher % means a stronger effect; displacement, % at 20 µM; hits with a dose series show IC50 in µM; hit rate 0.02% among 290,000;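 active = displacement of at least 50% at 20 µM, with a fluorescence ratio check between 0.3 and a set limit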;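 also: plate controls were Siah plus tracer with DMSO for no effect and tracer alone without Siah for full effect; strong numbers were not always called active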
GPR55 activation – GPR55 agonists via beta-arrestin recruitment, primary screen, imaging, U2OS cells, beta-arrestin-GFP redistribution (AID 1961); U2OS GPR55 beta-arrestin-GFP redistribution imaging; higher % means a stronger effect; activation, % at 10 µM, or EC50 in µM where a hit was titrated; hit rate 0.048% among 290,000;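 active = activation above 40% with more than 50 cells counted in the well; inconclusive = wells holding fewer than 50 cells, flagged as toxic or sparse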;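 also: U2OS osteosarcoma cells stably expressing GPR55 and beta-arrestin-GFP; plate controls were DMSO negative control for no effect and LPI positive control for full effect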
UTI89 phage lysis – protection from phage-mediated lysis, alamar blue read-out – E. coli UTI89, K1F phage, bacterial capsule biogenesis inhibitors (AID 488966); E. coli UTI89 K1F phage lysis, alamar blue, 2 h; higher % means a stronger effect; inhibition, % at 100 µM, or IC50 in µM where a hit was titrated; hit rate 0.02% among 340,000;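 active = phage lysis inhibition, versus mean bacterial control, above a set limit; inconclusive = no clear call, values can overlap the other calls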;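 also: capsule biogenesis inhibitors block K1F phage lysis so surviving cells raise fluorescence; higher fluorescence means more inhibition of phage lysis; actives were called in the ten point dose series up to 300 µM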
HIV peptide binding – cell-free HIV fusion peptide-binding blockers – biochemical, uHTS, fluorescence dequenching, primary screen (AID 1986) | cell-free peptide binding, fluorescence dequenching, 30 min; higher % means a stronger effect | hit rate 0.3% among 290,000 | inhibition, % at 20 µM; hits with a dose series show IC50 in µM; in the data active = inhibition mostly above about 52%, no sharp cut-off; inactive = mostly below about 76%; also: some results filed as inactive read as strong as hits
GPR35 antagonists – GPR35 antagonists blocking zaprinast-driven arrestin recruitment, primary screen, imaging, U2OS, beta-arrestin-GFP, zaprinast agonist (AID 2058). U2OS GPR35 beta-arrestin-GFP translocation imaging, zaprinast antagonism; higher % means a stronger effect. inhibition, % at 10 µM; hits with a dose series show IC50 in µM. hit rate 0.052% among 290,000;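 active = inhibition of at least 50% with at least 30 cells and total cytoplasm GFP at most 10,000,000; inconclusive = under 30 cells or total GFP of 10,000,000 plus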
AID2073 – disruptors of CaV2.2 binding to Mint1 – biochemical, HTRF (AID 2073); HTRF protein-protein interaction, Mint1-CaV2.2; higher % means a stronger effect; inhibition, % at 20 µM, or IC50 in µM where a hit was titrated; hit rate 0.19% among 290,000; in the data active = inhibition mostly above about 51%, no sharp cut-off; inconclusive = no clear call, values can overlap the other calls; inactive = mostly below about 53%; also: some results filed as inactive read as strong as hits
GPR55 antagonists – inhibition of LPI-stimulated GPR55 beta-arrestin translocation – imaging, U2OS, beta-arrestin-GFP, LPI agonist, primary screen (AID 2013); U2OS GPR55 beta-arrestin-GFP translocation imaging, LPI antagonism; higher % means a stronger effect; hit rate 0.13% among 290,000; one-dose inhibition, % at 10 µM; IC50 in µM for titrated hits;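 active = spots per cell inhibited over 60%, with over 100 cells counted and total cytoplasm intensity under 500,000; inconclusive = wells with under 100 cells, flagged as likely toxic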;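 also: U2OS cells stably carrying GPR55 and arrestin-GFP stimulated by 5 µM LPI near EC80; imaged beta-arrestin-GFP aggregate spots per cell after agonist stimulation; plate controls were LPI-stimulated DMSO wells for no effect and DMSO wells without LPI for full effect; some results filed as inactive read as strong as hits; confirmed hits need IC50 under 10 µM and bright autofluorescent wells are also inconclusive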
NTR1 ag – agonists of NTR1, primary screen, imaging, U2OS cells, beta-arrestin-GFP, high content (AID 493036). P30989. activation, % at 20 µM. hit rate 0.17% among 330,000. NTR1-U2OS beta-arrestin-GFP spot imaging, agonist mode;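 active = activation at or above 40% of the spot to cytoplasm intensity ratio, with at least 20 cells analyzed; inconclusive = wells under 20 cells, flagged as cytotoxic or low count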;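 also: 0% = DMSO without peptide and 100% = 100 nM NTR1 peptide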
Target sequence (P30989 whole entry, looked up): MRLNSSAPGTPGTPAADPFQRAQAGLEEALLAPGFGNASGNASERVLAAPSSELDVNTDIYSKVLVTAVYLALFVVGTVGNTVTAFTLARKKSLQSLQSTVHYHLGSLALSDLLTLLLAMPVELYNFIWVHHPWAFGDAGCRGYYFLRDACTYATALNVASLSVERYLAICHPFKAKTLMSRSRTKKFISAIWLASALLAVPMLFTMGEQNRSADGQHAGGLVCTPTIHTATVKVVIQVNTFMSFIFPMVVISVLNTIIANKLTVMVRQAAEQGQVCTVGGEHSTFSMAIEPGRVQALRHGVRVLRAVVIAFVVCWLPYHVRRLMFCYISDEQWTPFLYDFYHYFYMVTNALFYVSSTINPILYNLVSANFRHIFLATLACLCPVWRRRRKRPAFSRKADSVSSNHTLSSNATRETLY
Dengue-2 NS5 capping – flavivirus cap methylation enzyme inhibition – biochemical, confirmation dose response, primary screen (AID 588689). Dengue-2 NS5 methyltransferase capping enzyme assay, biochemical; higher % means a stronger effect. one-dose inhibition, % at 25 µM; IC50 in µM for titrated hits. hit rate 0.3% among 340,000; in the data active = a potency from the dose series; inconclusive = inhibition above about 29% without an active follow-up result
NTR1 ag cell count 20 µM – second read-out of NTR1 ag, no call of its own (marks repeat the call); cell count; measured here: cell count, cytotoxicity flag
Starred values were filed as active, the others as inactive; ? = inconclusive; . = no result given; [ ] = another dose, or the depositor's remark.

nr	compound	Siah-1 displacement	GPR55 activation	UTI89 phage lysis	HIV peptide binding	GPR35 antagonists	AID2073	GPR55 antagonists	NTR1 ag	NTR1 ag cell count 20 µM	Dengue-2 NS5 capping
1	CN(C)c1ccc(-c2nnc(-c3cccnc3)o2)cc1	-3%	-0.2%	-0.5%	0.6%	-2%	8%	1%	-0.6	72	-3%
2	COc1ccc(Cl)cc1-c1nc(SCC(=O)NC(C)C(C)C)n[nH]1 (stereo unspecified)	-2%	0.2%	-0.2%	-0.7%	-1%	2%	-13%	3.8	24	-6%
3	CN1CCC(N(C)CC(=O)Nc2ccc3c(c2)OC(F)(F)O3)CC1	2%	0.1%	-0.3%[50 µM]	-0.4%	9%	2%	-6%	-0.2	69	-4%
4	CC1(C)Cc2ccccc2-c2[nH]c(=S)[nH]c(=O)c21	-2%	0.0%	1.1%	-0.5%	-7%	?	3%	0.3	53	.
5	CCn1c(SCC(=O)NC2=NCCS2)nnc1C(C)NC(=O)c1ccc(Cl)cc1 (stereo unspecified)	1%	0.2%	0.3%	-0.4%	3%	4%	7%	42*	55*	2%
6	COc1ccc(C2=NS(=O)(=O)N(C)C(C(=O)NC3CCCC3)=C2)cc1OC	0%	0.6%	6.4%	-1.3%	-2%	9%	0%	-1.1	98	-1%
7	O=C(NNC(=O)C1CC(c2cccs2)=NO1)Nc1ccccc1 (stereo unspecified)	7%	-0.1%	-0.1%	0.9%	8%	14%	11%	-1.0	61	-5%
8	Cc1c(N(C)C(=O)c2ccccc2F)c(=O)n(-c2ccccc2)n1C	6%	0.2%	2.3%	0.9%	-21%	-4%	3%	0.0	44	2%
9	CSCCC(NC(=O)c1cc([N+](=O)[O-])ccc1Cl)C(=O)O (stereo unspecified)	14%	0.0%	-3.0%	0.0%	3%	4%	0%	-0.3	55	-10%
10	O=C(NC(=S)Nc1nc(-c2ccccc2)cs1)c1ccco1	-5%	-0.1%	0.1%	0.5%	-12%	14%	7%	5.6	92	-11%
11	CCC(=O)Nc1c(C)nn(C(=O)CC)c1C	-1%	-0.3%	0.8%	-1.2%	8%	2%	8%	-0.1	64	-3%
12	COc1ccc(/C=C(\C#N)C(=O)Nc2cc(S(=O)(=O)N3CCOCC3)ccc2N2CCCC2)cc1	7%	0.1%	0.1%	1.4%	9%	1%	2%	7.1	70	-5%
13	CCOC(=O)c1sc(Nc2nc3c(OC)cccc3s2)nc1C	-9%	-0.2%	0.9%	-0.6%	6%	21%	-5%	55*	94*	-1%
14	Cc1cc(Cl)ccc1C(=O)C1CCCN(C(=O)c2ccsc2)C1 (stereo unspecified)	2%	0.2%	-0.1%	2.5%	4%	2%	-9%	1.4	67	-5%
15	Cc1cc(N2CCOCC2)nc2ccc(NC(=S)N3CCN(c4ccccc4)CC3)cc12	1%	-0.4%	0.1%	-2.9%	-6%	22%	-11%	4.9	100	0%
16	COc1ccc(CCNC(=O)CSc2nnc3ccc(-c4ccncc4)nn23)cc1	2%	-0.3%	0.2%	-0.1%	9%	2%	9%	0.2	48	6%
17	CC(C)(C)c1csc(SCC(=O)Nc2ccc(Cl)cn2)n1	7%	-0.1%	-3.3%	2.8%	-10%	4%	16%	0.1	72	-2%
18	Cc1cc(C)nc(SC2=CS(=O)(=O)c3ccccc32)n1	2%	0.6%	2.6%	1.7%	-10%	8%	-3%	6.7	77	0%
19	COc1ccccc1NC(=O)Nc1cc(C(C)C)ccc1C	3%	0.5%	0.3%	2.0%	17%	9%	10%	-1.8	74	-5%
20	CCC1C(=O)N=C(SCC(=O)Nc2cccc3ccccc23)NC1=O (stereo unspecified)	3%	0.2%	1.0%	-0.1%	-1%	-8%	4%	0.8	94	-3%

(listing goes on)
nr	compound	Siah-1 displacement	GPR55 activation	UTI89 phage lysis	HIV peptide binding	GPR35 antagonists	AID2073	GPR55 antagonists	NTR1 ag	NTR1 ag cell count 20 µM	Dengue-2 NS5 capping
21	CC(Sc1ccc2c(c1)OCCO2)C(=O)Nc1ccc2c(c1)OCO2 (stereo unspecified)	3%	-0.3%	-0.4%	3.1%	11%	9%	4%	-1.1	97	-3%
22	Cc1cc(C(=O)NC2CCCC2)on1	-2%	-0.5%	-0.4%	-3.1%	-4%	6%	-3%	-1.4	94	-2%
23	CCN1CCN(c2nc(N)c([N+](=O)[O-])c(Nc3ccc(C)cc3)n2)CC1	7%	-0.2%	0.2%	1.2%	-12%	-2%	15%	1.9	45	-3%
24	CN(C(=O)CSc1nc(-c2ccccc2)cs1)C1CCS(=O)(=O)C1 (stereo unspecified)	-1%	-0.1%	0.3%	9.4%	4%	0%	3%	-0.3	49	0%
25	CC(C)[C@H](NC(=O)c1ccco1)C(=O)OCC(=O)NC12CC3CC(CC(C3)C1)C2	-5%	0.2%	0.4%	-0.3%	-15%	8%	-2%	2.9	54	2%
26	O=C1CC(c2ccccc2)CC(O)=C1C=NCCN1CCN(Cc2ccccc2)CC1 (stereo unspecified)	1%	0.6%	-1.8%	-0.9%	-14%	-9%	-2%	1.8	58	-5%
27	Cc1ccc(-c2csc(NC(=S)NC(=O)/C=C/c3ccco3)n2)cc1	3%	-0.1%	-2.3%	14%	9%	13%	10%	11	57	-2%
28	CC(=O)N1CCc2cc(S(=O)(=O)CCC(=O)Nc3ccc4c(c3)OCCO4)ccc21	1%	0.3%	-0.7%	-1.0%	-3%	18%	-3%	-1.5	96	1%
29	Cc1cccc(NC(=O)CSc2nc3ccccc3nc2N2CC(C)OC(C)C2)c1 (stereo unspecified)	-3%	0.0%	-0.1%	-0.3%	9%	11%	20%	2.1	100	0%
30	COc1ccc(-c2csc(Nc3ncccn3)n2)cc1C	11%	0.0%	-0.1%	-0.7%	4%	15%	5%	-0.8	93	-5%
31	Cc1ccc(S(=O)(=O)Cc2ccc(C(=O)N3CCCC3)o2)cc1	-4%	-0.1%	-0.8%	0.3%	5%	-3%	6%	1.4	73	-1%
32	CC(C)(C)NC(=O)C(Cc1ccccc1)NS(=O)(=O)c1ccc2c(c1)CCC(=O)N2 (stereo unspecified)	-2%	0.1%	7.3%	0.0%	-4%	2%	11%	-0.5	68	-2%
33	C#CCSc1nc2[nH]ncc2c(=O)[nH]1	6%	0.1%	-5.7%	2.7%	.	3%	7%	1.5	49	-1%
34	O=C(Nc1nncs1)C(Sc1ccccc1)c1ccccc1 (stereo unspecified)	-7%	-0.3%	-0.4%[50 µM]	-2.2%	1%	-1%	10%	-3.1	51	-3%
35	COc1ccc(C(=O)NC(C)Cc2cnccn2)cc1OC1CCN(C(C)C)CC1 (stereo unspecified)	4%	0.0%	0.1%	-0.3%	-3%	3%	19%	-0.4	50	-3%
36	CCOc1ccccc1NC(=O)C1COc2ccccc2O1 (stereo unspecified)	-4%	0.3%	0.8%	-1.3%	2%	5%	-5%	5.7	58	.
37	O=C(c1cccc(-n2cccc2)c1)N1CCN(S(=O)(=O)c2c(F)cccc2F)CC1	28%	-0.1%	0.3%	5.2%	-6%	35%	8%	-0.7	50	1%
38	CCOc1ccc(N(CC(=O)Nc2ccc(F)c(F)c2)S(=O)(=O)c2c(C)noc2C)cc1	8%	-0.1%	13%	1.1%	12%	5%	-8%	1.0	56	-3%
39	CCOc1cc(C2NC(=O)NC(C)=C2C(=O)OCc2ccccc2)ccc1O (stereo unspecified)	-3%	0.0%	3.5%	-0.4%	8%	2%	0%	1.2	35	-5%
40	C=CCc1ccccc1OCCSc1nc2ccc([N+](=O)[O-])cc2s1	4%	-0.3%	0.2%	5.3%	-14%	0%	11%	0.8	61	-4%

Other results follow.
nr	compound	Siah-1 displacement	GPR55 activation	UTI89 phage lysis	HIV peptide binding	GPR35 antagonists	AID2073	GPR55 antagonists	NTR1 ag	NTR1 ag cell count 20 µM	Dengue-2 NS5 capping
41	CCn1ncc(C2=NOC(C(=O)NCCc3ccccc3)C2)c1C (stereo unspecified)	1%	-0.1%	2.3%	-0.5%	13%	-5%	21%	0.4	75	-9%
42	Cc1ccc(-c2csc(NC(=O)c3cccc(N4C(=O)CCC4=O)c3)n2)o1	18%	0.0%	0.7%	3.0%	-14%	20%	9%	-0.9	68	-5%
43	CC(=O)Cc1nsc(NC(=O)c2ccc(Cl)cc2Cl)n1	2%	0.2%	0.3%	2.1%	-13%	0%	6%	-0.2	55	1%
44	C=CCN1C(=O)c2ccc(C(=O)N3CCC(C(N)=O)CC3)cc2C1=O	4%	0.0%	0.3%	-0.9%	-6%	-4%	-7%	-0.5	50	-5%
45	CCOC(=O)C1CCCN(C(=O)c2cc(Cl)ccc2Cl)C1 (stereo unspecified)	3%	-0.2%	-0.3%	1.3%	16%	-6%	-12%	0.4	58	1%
46	Cc1ccc(NC(=O)CSc2nnc(Cc3ccccc3)o2)cc1	-1%	-0.1%	0.6%	-2.2%	2%	-18%	-2%	1.3	76	-3%
47	Cc1ccc2c(c1)C(c1ccccc1)N(C(=O)C(C)C)CC(=O)N2 (stereo unspecified)	3%	0.3%	0.0%	0.4%	-16%	1%	10%	-2.3	88	-3%

Down the list, from the results shown:
GPR55 antagonists, compounds 29–39: 20%, 5%, 6%, 11%, 7%, 10%, 19%, -5%, 8%, -8%, 0%
GPR55 activation, compounds 29–39: 0.0%, 0.0%, -0.1%, 0.1%, 0.1%, -0.3%, 0.0%, 0.3%, -0.1%, -0.1%, 0.0%
GPR35 antagonists, compounds 29–39: 9%, 4%, 5%, -4%, ., 1%, -3%, 2%, -6%, 12%, 8%

Whole records, looked up by structure. Order of values: Siah-1 displacement	GPR55 activation	UTI89 phage lysis	HIV peptide binding	GPR35 antagonists	AID2073	GPR55 antagonists	NTR1 ag	NTR1 ag cell count 20 µM	Dengue-2 NS5 capping
Cc1ccc(NC(=O)CSc2nnc(Cc3ccccc3)o2)cc1 as listed: -1%	-0.1%	0.6%	-2.2%	2%	-18%	-2%	1.3	76	-3%
CC(=O)Cc1nsc(NC(=O)c2ccc(Cl)cc2Cl)n1 as listed: 2%	0.2%	0.3%	2.1%	-13%	0%	6%	-0.2	55	1%
